# MBNL1-CUG inh: blocks human MBNL1 binding to CUG repeat RNA | Q9NR56 | TR-FRET MBNL1-His/biotin-(CUG)12 binding, 665/545 ratio | hit rate 0.036% among 280,000 | Potency, µM (highest dose often 57.5 µM), inactives show top-dose activity change, negative = inhibition, actives largely listed as inhibitors; active means well fitted inhibition curve with a large enough effect in the signal ratio, with a control signal flat, not every such curve was filed as active; inconclusive means small, poorly fitted or top-dose-only effect, or effect the other way, or a change in a side signal; inactive means no such curve, though single readings can be large or run the other way; the % refers to the signal ratio; further: on the % scale 0 is the no-effect control and ±100 the full control effect
# Target sequence (Q9NR56 whole entry, looked up): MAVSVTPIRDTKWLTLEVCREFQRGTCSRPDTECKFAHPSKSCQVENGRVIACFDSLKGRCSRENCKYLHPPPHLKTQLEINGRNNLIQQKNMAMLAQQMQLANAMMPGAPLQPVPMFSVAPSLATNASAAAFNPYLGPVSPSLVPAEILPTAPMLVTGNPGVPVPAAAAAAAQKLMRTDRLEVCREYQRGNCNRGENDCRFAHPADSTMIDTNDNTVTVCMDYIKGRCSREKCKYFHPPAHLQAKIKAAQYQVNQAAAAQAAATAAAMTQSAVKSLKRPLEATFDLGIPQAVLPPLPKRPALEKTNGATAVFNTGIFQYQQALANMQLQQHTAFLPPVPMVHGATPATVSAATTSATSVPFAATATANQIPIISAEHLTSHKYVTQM
#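 Compounds (final 92 nM to 58 uM) are added to His-tagged MBNL1 and biotin-(CUG)12, then terbium anti-His antibody and streptavidin-XL665 (5 nM final). After 60 min at room temperature, the 665/545 nm ratio is read.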
# NPC1 prom act: activators of NPC1 promoter. Potency, µM (highest dose often 9.22 µM), for inactives: at the highest dose activation, actives largely listed as activators. hit rate 2.4% among 320,000. AID 485313. Huh7 NPC1 promoter luciferase reporter, 24 h;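 further: % of control where 0% means no effect; nearly all actives have a fitted effect of over 60% in size; reporter is driven by a mutant NPC1 promoter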
#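 Luminescence from an NPC1 promoter-driven luciferase reporter in stably transfected Huh7 cells was measured after 24 h compound treatment at 37 °C, followed by 10 min ambient incubation with luciferase detection reagent.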
# p53 reactivator: mutant p53 re-activation in reporter cells | H1299 p53-A138V BP100-luciferase reporter, luminescence, 24 h | Potency, µM (titrated, usually from 92.2 µM), without a hit: at the highest dose activity change, positive = activation, usual class: activators | hit rate 0.063% among 320,000; further: % of control where 0% means no effect; nearly all actives have a fitted effect of over 45% in size
#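 H1299 (p53-null), stable ts p53-A138V + BP100-Luc; 1000 cells/well, Opti-MEM/10% FBS; cpd 4 pt, 1:5; 24 h, 37 deg C, 5% CO2; detection reagent 10 min RT; luminescence.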
# uPA generation: inhibitors of cell surface uPA generation; hit rate 0.31% among 330,000; Potency, µM (doses to about 38.3 µM), for inactives: at the highest dose activity change, negative = inhibition, most hits filed as inhibitors; cell surface uPA generation assay, qHTS; active means well fitted inhibition curve with a large enough effect; inconclusive means small, poorly fitted or top-dose-only effect; inactive means no such curve, though single readings can be large or run the other way; tested in mouse RAW 264.7 cells; further: on the % scale 0 is the no-effect control and ±100 the full control effect; nearly all actives have a fitted effect of over 55% in size
# Rab9 prom act: activators of Rab9 promoter | Huh7 Rab9 promoter-luciferase reporter, luminescence, 24 h | Potency, µM (titrated, usually from 9.22 µM), for inactives: at the highest dose activation, negative = inhibition, actives largely listed as activators | hit rate 2.8% among 320,000; further: % of control where 0% means no effect; nearly all actives have a fitted effect of over 60% in size
#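 Luminescence from Amplite-detected luciferase (10 minutes, ambient) reports Rab9 promoter activation. Before that, stable Rab9-luciferase Huh7 cells (1500/well, reduced-serum OP-MEM I plus 10% FBS) were exposed to compound for 24 hours at 37C.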
# RORgamma inh: blocks mouse ROR gamma transcriptional activity; AID 2551; hit rate 5.4% among 310,000; Drosophila S2 Gal4-RORgamma UAS-luciferase reporter, 20 h; Potency, µM (titrated, usually from 53.6 µM), for inactives: at the top dose activity change, negative = inhibition, actives largely listed as inhibitors; P51450; further: on the % scale 0 is the no-effect control and ±100 the full control effect; nearly all actives have a fitted effect of over 60% in size
#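 Luminescence from a UAS-regulated Photinus luciferase reporter in stably transfected Drosophila Schneider cells is measured; decreased signal marks ROR gamma inhibition. Fusion expression is induced by 700 uM copper sulfate for 20 hr.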
# Gal4-VP16 FLuc: counter-screen for ROR gamma inhibitors: Gal4-VP16 reporter. Drosophila S2 Gal4-VP16 UAS-luciferase, luminescence, 20 h. Potency, µM (top dose mostly 53.6 µM), without a hit: at the highest dose activity, negative = inhibition, usual class: inhibitors. hit rate 3.5% among 310,000. AID 2546;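 further: Gal4-VP16 expression switched on by copper sulfate through the metallothionein promoter; on the % scale 0 is the no-effect control and ±100 the full control effect; nearly all actives have a fitted effect of over 50% in size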
# FLuc counter: inhibits or activates purified firefly luciferase, miR-21 counter-screen; purified FLuc, Km substrates, luminescence inhibition; hit rate 6.9% among 360,000; AID 588342; P08659; Potency, µM (titrated, usually from 57.5 µM), for the others: top-dose activity change, negative = inhibition, hits mostly inhibitors;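 further: plate controls were vehicle for no effect and reference inhibitor for full effect; nearly all actives have a fitted effect of over 55% in size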
# Target sequence (P08659 whole entry, looked up): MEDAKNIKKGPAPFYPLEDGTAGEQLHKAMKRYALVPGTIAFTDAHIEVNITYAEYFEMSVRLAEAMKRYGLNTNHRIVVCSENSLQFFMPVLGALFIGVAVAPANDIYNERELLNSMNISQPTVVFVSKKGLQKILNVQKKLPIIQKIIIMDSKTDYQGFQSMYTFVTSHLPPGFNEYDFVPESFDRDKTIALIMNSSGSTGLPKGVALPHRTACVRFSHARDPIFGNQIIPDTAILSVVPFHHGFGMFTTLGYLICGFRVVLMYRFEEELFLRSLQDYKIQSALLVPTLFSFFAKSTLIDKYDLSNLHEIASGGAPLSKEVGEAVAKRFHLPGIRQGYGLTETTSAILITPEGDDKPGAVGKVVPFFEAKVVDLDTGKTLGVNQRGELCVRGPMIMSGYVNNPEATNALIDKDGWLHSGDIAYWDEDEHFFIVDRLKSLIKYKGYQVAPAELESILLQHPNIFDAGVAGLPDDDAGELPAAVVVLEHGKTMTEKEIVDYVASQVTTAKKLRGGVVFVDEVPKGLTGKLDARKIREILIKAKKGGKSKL
#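 Purified P. pyralis luciferase, 10 nM final, with Km-level 10 uM D-luciferin and 10 uM ATP in 50 mM Tris acetate pH 7.5, 10 mM Mg acetate, 0.01% Tween-20, 0.05% BSA; 6-point qHTS titration about 60 µM downward; luminescence read.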
# BRCA1 expr up: BRCA1 expression activation | Potency, µM (titrated, usually from 46.1 µM), without a hit: top-dose activation, hits mostly activators | hit rate 1.1% among 380,000 | MCF7-BRCA1-FFLuc reporter, luminescence, 48 h; response scale: scaled: vehicle 0%, 10 µM genistein 100% | AID 624202; further: nearly all actives have a fitted effect of over 80% in size; some results filed as inactive show a strong effect at the top dose
#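 Luminescence from a BRCA1-driven firefly luciferase in MCF7 cells was read after 48 h compound exposure at 37 C. Data normalized against DMSO and a 10microM genistein activation control, then curve-fitted across the titration.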
# CXXC DNA block: inhibitors of human MLL CXXC domain-DNA interaction. MLL-CXXC / FITC-HOXA9 DNA fluorescence polarization. Potency, µM (highest dose often 115 µM), for inactives: at the highest dose activity change, negative = inhibition, actives largely listed as inhibitors. AID 2662. hit rate 0.037% among 290,000. Q03164; active means well fitted inhibition curve with a large enough effect in the polarisation, with a control signal flat, not every such curve was filed as active; inconclusive means small, poorly fitted or top-dose-only effect, or effect the other way, or a change in a side signal; inactive means no such curve, though single readings can be large or run the other way; the % refers to the polarisation
#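 Fluorescence polarization: 7 uM MLL-CXXC (stock) preincubated 5 min with compounds, then 50 nM fluorescein-HOX-A9 DNA (stock) added; 30 min ambient. Buffer 50 mM Tris-HCl pH 7.5, 50 mM NaCl, 1 mM DTT, 0.05% BSA.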
# ELG1 genotoxic: induces genotoxicity in HEK293T cells with luciferase-tagged ELG1 | HEK293T ELG1-luciferase reporter, luminescence, 16 h | Potency, µM (top dose mostly 46 µM), inactives show top-dose activity change, positive = activation, most hits filed as activators | hit rate 1.3% among 330,000 | AID 504466; further: % of control where 0% means no effect; nearly all actives have a fitted effect of over 60% in size
#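 Step 1: seed 2,000 HEK293T ELG1-luciferase cells per well. Step 2: add compound or DMSO, incubate 16 hr at 37 °C. Step 3: ONE-Glo, 30 min at room temperature, read luminescence.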
# Starred values were filed as active, the others as inactive; ? = inconclusive; nt = not tested or not shown; & = joins results of further samples; [ ] = dose if it differs, or a comment. Unless noted, the call rests on the fitted dose curve; in most records, active means well fitted curve in the direction sought with a large enough effect; inconclusive means small, poorly fitted or top-dose-only effect, or another doubt; inactive means no such curve, though single readings can be large; an effect the other way counts as inactive or inconclusive. Potency means the concentration at half of the fitted maximal effect.
SMILES,MBNL1-CUG inh,NPC1 prom act,p53 reactivator,uPA generation,Rab9 prom act,RORgamma inh,Gal4-VP16 FLuc,FLuc counter,BRCA1 expr up,CXXC DNA block,ELG1 genotoxic
CCn1c(SCC(=O)NNC(=S)Nc2ccc(C)cc2)nnc1-c1ccc(Cl)cc1,-4%,-2%,7%,2%,2%,3.5µM*,1.4µM*,0%,-27%,4%,1%
O=C(COc1ccccc1)Nc1ccc([N+](=O)[O-])cc1,3%,-2%,4%,-1%,1%,1%,-1%,-4%,-22%,10%,3%
COc1ccc(NC(=O)CSCC(=O)NCCc2ccccn2)cc1,1%,4%,9%,6%,9%,0%,13%,-9%,-11%,3%,5%
O=C(Cc1ccc(-n2c(=O)c3sccc3n(Cc3ccc(F)cc3)c2=O)cc1)NCc1ccco1,10%,-4%,1%,-22%,-1%,3%,-5%,0%,-16%,-15%,2%
COc1ccc(CNC(=O)COC(=O)c2cncc(Br)c2)cc1,4%,-4%,5%,5%,7%,4%,-4%,1%,63%,9%,-2%
CN(C)S(=O)(=O)c1cccc(NC(=S)Nc2ccc3cn[nH]c3c2)c1,5%,3%,-1%,6%,-3%,6%,-13%,2%,42%,-1%,-10%
Cc1ccc(NC(=O)c2ccccc2NC(=O)Cc2ccccc2)cc1,nt,-2%,11%,0%,2%,33%,0%,3%,16%,-2%,-1%
CC(=O)Nc1ccc(NS(=O)(=O)c2ccc3c(c2)NC(=O)CC(=O)N3)cc1,-3%,1%,8%,0%,-4%,-30%,-4%,0%,0%,1%,2%
Cc1ccc(-n2nc3c(=O)n(CCCC(=O)NCc4cccc(Cl)c4)nc(C)c3c2C)cc1,3%,-8%,-2%,-6%,-6%,17%,-9%,?,-25%,33%[activator],1%[9.26 µM]
COC(=O)c1c(NC(=O)Cn2cc([N+](=O)[O-])cn2)sc2c1CCC2,3%,-3%,1%,4%,-5%,18%,-5%,1%,-20%,12%,1%
COC(=O)c1sccc1NC(=O)CSc1cccc(Cl)c1Cl,-2%,-2%,-5%,8%,-3%,9%,17%,-7%,5%,-3%,5%
CCN(CC(=O)NCc1cccs1)S(=O)(=O)c1cccc(Br)c1,nt,-6%,5%,25%,-7%,nt,nt,1%,11%,nt,-1%
Cc1cc(C)nc(N2CCC(C(=O)Nc3ccc4c(c3)CCC4)CC2)n1,0%,-4%,-7%,nt,-3%,?,0%,0%,-10%,14%,?
NC(=O)c1cc[n+](CC(=O)c2ccc(NC(=O)c3ccccc3)cc2)cc1,?,11%,1%,-4%,-1%,29%,11%,3%,-7%,-6%,5%
O=C(NCc1ccc(F)cc1)c1cnc2n(c1=O)CCS2,-9%,-3%,1%,1%,2%,12%,7%,-1%,1%,12%,4%
O=C(NC1CC1)c1ccc(-n2cccc2)cc1,-10%,19%,16%,-6%,?,8%,7%,?,?,8%,19%
CSc1nc2ccc(NC(=O)c3ccco3)cc2s1,7%,2.8µM*,?,1%,2.5µM*,?,10%,9.5µM*,?,-1%,8.2µM*
COCCN(C(=O)c1snc(C(N)=O)c1N)C(C(=O)NC1CCCCC1)c1ccc(N(C)C)cc1 (stereo not drawn),10%,0%,6%,-10%,2%,57%,1%,-1%,11%,-4%,0%
COc1ccc(-n2nc(C(=O)NCC3CCCO3)c3ccccc3c2=O)cc1 (stereo not drawn),14%,1%,6%,-4%,-1%,-4%,-24%,2%,12%,4%,0%
CCOc1cccc(/C=N/NC(=O)CC2C(=O)NN=C2C)c1O (stereo not drawn),1%,0%,8%,0%,-2%,27%,?,3%,-4%,-2%,-2%
Cc1cccn2c(=O)nc(SCC(=O)NCc3ccco3)nc12,nt,1%,-4%,2%,-2%,nt,nt,-1%,-3%,nt,3%
Cc1ccc(NC(=O)CN(C)S(=O)(=O)c2cccc3cccnc23)cc1F,4%,-2%,-2%,1%,14%,2%,0%,-18%&-19%,4%,1%,-10%
Brc1ccccc1-c1ccccc1,nt,-1%,9%,-29%,-3%,6%,-5%,0%,5%,nt,-1%
Cc1ccc(N(C(=O)CNC(=O)c2ccco2)C(C(=O)NC2CCCCC2)c2cccnc2)cc1 (stereo not drawn),1%,0%,1%,3%,8%,-5%,24%,3%,11%,6%,4%
O=C(CSc1nc2ccccc2c(=O)n1Cc1ccc(C(=O)NC2CC2)cc1)NCc1ccco1,11%,-1%,-7%,4%,1%,-3%,17%,3%,6%[1.84 µM],26%,-1%
# Continuation.
SMILES,MBNL1-CUG inh,NPC1 prom act,p53 reactivator,uPA generation,Rab9 prom act,RORgamma inh,Gal4-VP16 FLuc,FLuc counter,BRCA1 expr up,CXXC DNA block,ELG1 genotoxic
CCOC(=O)C1CCN(C(=O)COC(=O)c2ccc(=O)n(Cc3ccccc3)n2)CC1,nt,-3%,9%,1%,1%,nt,nt,-1%,5%,nt,0%
O=C(Nc1cccc(C(F)(F)F)c1)C1CCN(S(=O)(=O)c2cnc[nH]2)CC1,0%,1%,-5%,0%,-3%,3%,7%,-3%,-2%,8%,-5%
Cc1nn(C)c(C)c1CN(Cc1nc(-c2cc(F)ccc2F)oc1C)C1CC1,-4%,-7%,-1%,2%,-1%,28µM*,-9%,-6%,-12%,-1%,-7%
Cc1ccccc1NC(=O)N1CCCC1C(=O)NCc1ccccc1 (stereo not drawn),2%,0%,nt,8%,-3%,25%,-7%,2%,1%,0%,0%
CCN(CC)c1ccc2cc(S(=O)(=O)c3ccc(Cl)cc3)c(=O)oc2c1,50%[activator],1%,-3%,?,3%,38%,3%,15%,-25%,?,-2%
CC(C)CCNC(=O)c1cccc(Cl)c1,1%,3%,19%,0%,17%,21%,10%,2%[2.3 µM],32%,-3%,5%
O=c1cc(-c2ccccc2)nc(SCc2ccccc2F)[nH]1,-2%,1%,12%,2%,-8%,-1%,-5%,0%,-9%,1%,1%
O=C1NC2=C(CCc3ccccc32)C(c2ccccc2)N1 (stereo not drawn),32%[activator],-3%,-7%,8%,-5%,-33%,2%,4%,0%,5%,3%
Cc1ccc2[nH]c(=O)c(-c3noc(CC(C)C)n3)cc2c1,34%,2%,-2%,17%,0%,11%,1%,-17%,-16%,-2%,1%
Cc1cc(=O)oc2cc(OCC(=O)N3CCN(c4ccc(F)cc4)CC3)c(Cl)cc12,-7%,19%,2%,-2%,0%,-6%,7%,2%,19%,2%,0%
O=C(O)c1ccc(Cl)c(S(=O)(=O)N(Cc2ccccc2)c2ccc(Cl)cc2)c1,-12%,0%,0%,-3%,-2%,0%,-6%,0%,-35%,-1%,-2%
CC(=O)Nc1ccc(NC(=O)COC(=O)CCNS(=O)(=O)c2c(Cl)cccc2Cl)cc1,nt,0%,-1%,3%,-4%,nt,nt,1%,-8%,nt,-2%
CCN(CC(=O)Nc1ccccc1C(F)(F)F)C(=O)/C=C/c1ccc(Cl)c([N+](=O)[O-])c1,nt,-1%,4%,-9%,-5%,nt,nt,-1%,27%,nt,5%
CCN(CC(=O)NC(=O)NCc1ccccc1)CC(=O)Nc1cc(Cl)ccc1C,nt,1%,3%,18%,1%,nt,nt,nt,-27%,nt,-4%
Clc1ccc(-c2nnc(-c3ccccc3)c(N3CCSCC3)n2)cc1,-16%,-3%,-1%,9%,5%,20%,1%,-13%,-23%,1%,2%
CN(C(=O)CN1CCN(c2cnn(-c3ccccc3)c(=O)c2Cl)CC1)C1CCS(=O)(=O)C1 (stereo not drawn),nt,16%,6%,2%,-2%,nt,nt,5%,-10%,nt,0%
COc1cc2c(cc1OC)CN(C(=O)CN(C)S(=O)(=O)c1ccc(NC(C)=O)cc1)CC2,-4%,-3%,-1%,-1%,0%,-1%,-12%,1%,-1%,23%,2%
CC1CCc2cc(F)cc3c(=O)c(C(=O)O)cn1c23 (stereo not drawn),-10%,1%,8%,10%,1%,-2%&5%,-3%&-6%,-2%,0%,-1%,12%
Cc1ccccc1OCC(=O)Nc1c2c(nn1C(C)(C)C)CS(=O)(=O)C2,-5%,0%,6%,-1%,4%,12%,-4%,4%,-20%,-10%,-1%
CC(C)c1ccc(S(=O)(=O)N2CCC(C(=O)NCc3ccco3)CC2)cc1,nt,0%,-2%,-18%,-6%,nt,nt,0%,-16%,nt,-3%
COc1cccc(NC(=O)Cn2c(=O)n(CC3CCCO3)c(=O)c3ccccc32)c1 (stereo not drawn),-5%,0%,-7%,-2%,-2%,14%,9%,0%,1%,-6%,1%
C/C(=N\NC(=O)c1cccnc1)c1ccc(Br)cc1,2%,17%,nt,-1%,6%,?,-6%,?,64%,15%,10%
CCOC(=O)/C(C#N)=C\c1ccc(O)c(OC)c1,?,-2%,10%,2%,0%,15%,6%,-16%,-6%,32%[activator],-1%

# Source: PubChem

# Not all compounds are listed; count on the stated rates, not on these rows.
